High-throughput results: PubChem BioAssay, several laboratories
PGE2 EP2 inh – inhibitors of human EP2 prostaglandin E2 receptor; C6 glioma cells expressing human EP2, cAMP TR-FRET; cells stimulated with saturating PGE2; inhibition, % at 25 µM; P43116; hit rate 0.52% among 260,000;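 active means percent inhibition above 40 after rounding to a whole number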;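 further: rat C6 glioma host cells with rolipram phosphodiesterase inhibitor present; the protocol text gives 20 µM as final concentration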
Target sequence (P43116 whole entry, looked up): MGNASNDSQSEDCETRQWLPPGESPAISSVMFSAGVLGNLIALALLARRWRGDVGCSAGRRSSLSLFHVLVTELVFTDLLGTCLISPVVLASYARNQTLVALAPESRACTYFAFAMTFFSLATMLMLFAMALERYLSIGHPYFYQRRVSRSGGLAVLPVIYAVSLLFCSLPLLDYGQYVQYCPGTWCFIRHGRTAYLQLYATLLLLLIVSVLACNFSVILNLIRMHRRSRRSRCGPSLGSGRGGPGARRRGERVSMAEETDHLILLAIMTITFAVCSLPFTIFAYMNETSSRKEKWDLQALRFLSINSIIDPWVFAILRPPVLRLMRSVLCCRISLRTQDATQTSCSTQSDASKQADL
RBBP9 inh – blocks human serine hydrolase RBBP9. hit rate 0.2% among 220,000. inhibition, % at 7.94 µM. O75884. AID 1515. recombinant RBBP9, FP-Rh probe fluorescence polarization;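 active means inhibition above the campaign mean of all tested compounds plus 3 SD, cut at about 14% in these data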;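 further: plate controls were DMSO wells with RBBP9 for no effect and wells lacking RBBP9 protein for full effect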
Target sequence (O75884 whole entry, looked up): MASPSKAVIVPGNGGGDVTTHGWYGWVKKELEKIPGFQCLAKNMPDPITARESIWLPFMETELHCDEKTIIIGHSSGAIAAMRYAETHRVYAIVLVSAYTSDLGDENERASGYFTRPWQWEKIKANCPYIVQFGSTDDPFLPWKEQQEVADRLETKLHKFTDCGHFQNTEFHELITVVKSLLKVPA
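System: RBBP9 protein / Quantity: 2.5 µM RBBP9 dispensing solution, before mixing / Also added: Serine-hydrolase probe FP-Rh, 375 nM pre-mixing / Dosing: 7.94 µM single dose, 0.794% DMSO / Timing: enzyme-compound preincubation 30 min, then probe labeling 45 min, 25 °C / Signal: FP readout at 525/598 nm / Controls: DMSO-treated enzyme wells and wells lacking RBBP9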
Hck-Nef inh – inhibitors of human Hck kinase activated by Nef; Recombinant Hck-YEEI plus Nef, Z-Lyte FRET kinase assay; AID 463187; hit rate 0.68% among 220,000; P08631; inhibition, % at 20 µM;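 active means Hck-Nef kinase inhibition above about 50%, limit read from the data; inactive means inhibition below that limit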;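 further: 0% = DMSO with Hck plus Nef and 100% = Hck alone without Nef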
Target sequence (P08631 whole entry, looked up): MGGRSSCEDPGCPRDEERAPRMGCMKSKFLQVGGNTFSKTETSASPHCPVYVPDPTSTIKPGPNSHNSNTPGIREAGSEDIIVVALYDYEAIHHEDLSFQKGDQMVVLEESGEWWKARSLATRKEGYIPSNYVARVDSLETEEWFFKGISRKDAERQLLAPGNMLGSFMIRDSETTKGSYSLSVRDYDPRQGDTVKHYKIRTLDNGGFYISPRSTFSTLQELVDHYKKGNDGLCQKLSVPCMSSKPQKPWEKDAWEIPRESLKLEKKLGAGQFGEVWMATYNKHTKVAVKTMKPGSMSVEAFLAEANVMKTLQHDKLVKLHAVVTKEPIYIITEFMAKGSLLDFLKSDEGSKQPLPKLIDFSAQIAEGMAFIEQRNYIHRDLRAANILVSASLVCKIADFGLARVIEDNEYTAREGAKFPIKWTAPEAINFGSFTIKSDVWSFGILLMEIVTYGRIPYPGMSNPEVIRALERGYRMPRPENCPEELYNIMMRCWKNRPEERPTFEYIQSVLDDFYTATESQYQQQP
L929 necroptosis – L929 zVAD cell death inhibition; L929 zVAD necroptosis rescue, ATP luminescence, 24 h; with zVAD 60 µM; hit rate 0.38% among 220,000; AID 1377; viability rescue, % at 10 µM;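 active means activation, scaled between plate controls, above about 75%, limit read from the data; inactive means activation under that limit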;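 further: 0% = zVAD with DMSO and 100% = DMSO alone without zVAD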
Runt-CBFb FRET – Runt domain-CBFb interaction inhibition. inhibition, % at 20 µM. hit rate 0.46% among 220,000. Cerulean-Runt/Venus-CBFb FRET ratio 530/480, 1 h. Q01196+Q13951;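 active means inhibition over about 50% at 20 µM in the single-dose screen, limit read from the data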;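 further: 0% = DMSO wells and 100% = excess unlabeled CBFb competitor control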
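Schedule: protein complex preformed 1 h, compound exposure 1 h, room temperature, dark; test system: Cerulean-labeled Runt domain protein; amount: 100 nM per protein; buffer or medium: Tris 50 mM pH 7.5, KCl, K2SO4, 0.01% BSA; read-out: loss of energy transfer signal; detection: FRET fluorescence; controls: 5 µM unlabeled CBFb as full-inhibition high control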
EP2 mod – modulators of human EP2 prostaglandin E2 receptor; P43116; hit rate 0.83% among 260,000; induction, % at 25 µM; EP2-expressing cells, cAMP HTRF FRET, PGE2 co-stimulation;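 active means compounds whose cAMP rise, as percent of the full-agonist control response, exceeds 60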;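 further: rat C6 glioma line stably carrying human EP2 under a CMV promoter; the protocol text gives 20 µM as final concentration; 100% = response of wells given 1 µM PGE2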
TNF death inh – blocks TNF-alpha induced death of Jurkat FADD-/- cells. Jurkat FADD-/- TNF necroptosis rescue, ATP luminescence, 24 h; 0 = TNF only, 100 = no-TNF cells. activation (protection from cell death), % at 10 µM. hit rate 0.068% among 220,000;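 active means activation, meaning protection from cell death, of at least 50% relative to plate controls; inactive means activation below 50%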;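 further: necroptosis triggered by 40 ng/mL TNF-alpha added together with compound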
Runt-SMMHC FRET – blocks binding of human RUNX1 Runt domain to CBFb-SMMHC. hit rate 0.74% among 220,000. inhibition, % at 20 µM. Q01196+Q13951. AID 1434. Cerulean-Runt/Venus-CBFb-SMMHC FRET ratio 530/480, 1 h;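 active means mean inhibition across duplicate retests at 20 µM reaching about 50%, limit read from the data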;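 further: 0% = DMSO wells and 100% = wells with excess untagged CBFb-SMMHC; inhibitors lower the FRET ratio by blocking Runt binding to CBFb-SMMHC; some results filed as inactive read as strong as hits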
PERK inh – human PERK inhibition, primary cell-based screen. Q9NZJ5. CHO PERK-DD fusion, SEAP luminescence translation reporter. inhibition, % at 5.6 µM. hit rate 0.17% among 220,000. AID 1416;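 active means inhibition above the mean inhibition of all tested compounds plus 3 SD, set separately per screening campaign, cut at about 2.9% in these data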;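 further: PERK kinase domain activated by AP20187 dimerizer at 100 nM; 0% = DMSO with dimerizer and 100% = rapamycin at 8.4 µM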
Starred values were filed as active, the others as inactive; / = not tested or not shown; & = joins results of further samples. The list is partial; count on the stated rates, not on these rows.

structure	PGE2 EP2 inh	RBBP9 inh	Hck-Nef inh	L929 necroptosis	Runt-CBFb FRET	EP2 mod	TNF death inh	Runt-SMMHC FRET	PERK inh
COc1ccc2cc(C(=O)C3CCCN(Cc4cnc(N5CCOCC5)s4)C3)ccc2c1 (stereo not given)	10	1	21	-1.4	-10	-48	-1.5	-7	-0.3
COC(=O)c1cc2c(cc1Cl)N1CCCCCC1=NS2(=O)=O	7	-6	18	-0.2	2	7	1.1	-4	0.0
Cc1sc2nc(C3CC3)nc(N3CCN(S(=O)(=O)c4ccc(F)cc4)CC3)c2c1C	-4	-2	0	0.1	1	18	-1.6	6	0.0
CCN(Cc1ccccc1)C(=O)CN1C(=S)NC(C)(C)CC1C (stereo not given)	8	-11	1	-0.6	0	21	1.8	-3	0.1
Cc1cc(Br)c(NC(=O)COC(=O)CSc2nnc(-c3ccc(Cl)cc3)o2)c(Br)c1	5	-6	1	0.6	-4	38	2.1	-2	-0.3
O=[N+]([O-])c1ccc(CSc2nc3ccccc3[nH]2)cc1	9	-2	0	1.6	1	4	2.7	0	0.0
O=C(O)c1ccc(S(=O)(=O)Nc2cccc(CP(=O)(c3ccccc3)c3ccccc3)c2)cc1	5	-9	-6	1.3	1	5	1.0	-2	0.1
CCC(C(=O)Nc1ccccc1-c1ccccc1)c1ccccc1 (stereo not given)	7	-1	0	0.0	0	44	-6.0	0	-0.1
COC(=O)c1sccc1NC(=O)CC1NCCNC1=O (stereo not given)	9	-5	11	-0.9	2	-17	0.3	11	-0.4
O=C1CCC(C(=O)NCCCn2ccnc2)N1 (stereo not given)	18	-1	6	3.4	1	20	-0.7	0	0.7
CCOc1ccc(NC(=O)CSc2nc(-c3cccs3)cc(C(F)(F)F)n2)c([N+](=O)[O-])c1	13	-3	10	1.4	-5	17	-0.5	-8	1.6
O=C(CCCn1cnc([N+](=O)[O-])n1)Nc1cc(Cl)ccc1O	1	-6	22	1.4	-1	5	3.2	2	0.1
O=C(NCc1ccccc1)C(c1ccco1)N(C(=O)c1cnccn1)c1ccc(F)cc1 (stereo not given)	/	-14	0	-0.2	-1	22	-2.2	3	-0.2
NCCCCCC(=O)Nc1ccncc1	11	-5	8	0.9	0	10	4.3	-1	2.2
CC(=O)c1ccc(NC(=O)N[C@@H](CC(C)C)C(=O)O)cc1	3	7	1	1.5	-2	-5	0.8	3	1.2
Cn1ccc(NC(=O)Nc2cccc([N+](=O)[O-])c2)n1	8	-15	6	8.4	0	-61	2.7	3	1.1
CCOC(=O)CNC(=O)C(CC(N)=O)NC(=O)OC(C)(C)C (stereo not given)	11	5	8	-0.2	-2	-19	-1.0	0	1.8
COc1ccccc1N1CCN(C(=O)CCc2c[nH]c3ccccc23)CC1	7	0	-12	0.6	-1	-17	-0.3	0	0.2
S=C(NCCCN1CCOCC1)NC1CCCC1	93*	-7	-53	-0.6	-2	3	-0.5	2	0.0
Cc1ccc(Cn2nc(C)c(NC(=O)c3noc4c3CCCCC4)c2C)cc1	7	3	-12	2.3	-1	13	-2.4	2	0.1
CC1=NNC(=O)C1CCC(=O)N/N=C(/C)c1ccc([N+](=O)[O-])cc1 (stereo not given)	10	-9	3	0.6	-1	27	0.8	-3	0.1
O=C(Nc1ccccc1F)c1ccc(CSc2ncccn2)cc1	9	-10	7	0.5	-6	24	-0.4	4	-0.1
C=CCOc1cccc(/C=C2\C(=O)N(Cc3ccc(C)cc3)C(C)=C2C(=O)OC)c1	8	-6	1	1.1	-7	26	3.7	-31	0.5
CC1=C(C(=O)Nc2cccc(C)c2C)C(c2cccs2)NC(=S)N1 (stereo not given)	2	0	0	1.5	-2	-2	-0.2	1	-0.2
CC1=NN(C(=O)c2ccccc2Br)C(O)(c2cccnc2)C1 (stereo not given)	7	-2	0	-0.1	-2	-2	-1.9	1	0.7
NS(=O)(=O)c1ccc(O)c(NC(=O)c2ccc([N+](=O)[O-])o2)c1	4	-5	-103	1.6	30	16	-8.2	13	0.0
O=C(NC1CCN(Cc2ccccc2)CC1)c1c(F)cccc1F	3	-3	2	0.7	0	6	1.7	0	-0.7
CCCOC(=O)c1ccc(NC(=O)C(=O)NCC2CCCO2)cc1 (stereo not given)	10&13	-2	0	-0.1	-1	-15&-8	0.6	5	0.1
CCN(CC)C(=O)c1oc2ccc(S(=O)(=O)N3CCCCCC3)cc2c1C	9	1	1	0.0	1	5	-1.6	-2	-0.9
Cc1nc(C/C(=N\N)c2ccc(O)cc2O)cs1	11	0	1	2.0	-15	0	0.3	-139	1.4
O=C(CN1CCCCC1)Nc1cc(Cl)ccc1Oc1ccccc1	1	-3	9	-0.8	0	50	-6.7	-1	1.0
Cc1ccc(OCC(=O)Nc2ccc(N3CCN(C(=O)c4ccco4)CC3)cc2)cc1	1	0	14	-0.8	-2	-21	2.1	-5	0.4
Cc1onc(-c2c(Cl)cccc2Cl)c1NC(=O)NC1CCSC1 (stereo not given)	4	-3	11	0.2	-3	-8	0.0	2	1.3
COCCNc1nc(SCc2ccccc2)nc2sc3c(c12)CCC3	9	-3	2	0.6	-1	39	-1.2	-3	-1.1
O=C(NCc1cccnc1)c1cccs1	5	-8	25	0.6	-2	9	0.1	-2	-0.3
Cc1cc2nc(SCCOC(=O)Nc3ccc(Cl)cc3)nc(C)c2cc1C	12	-8	0	0.0	5	-11	-2.7	-3	0.4
O=C(NCCN1CCN(C(=O)c2cccs2)CC1)c1cccs1	10	-4	6	0.0	2	7	0.4	-1	0.0
CCOc1ccc(C(=S)NC2CCCCC2)cc1OC	6	2	-2	0.1	46	-24	-3.7	24	0.1
O=C(OCC(=O)N1CCN(C(=O)c2ccco2)CC1)c1ccccc1C(=O)c1ccc(Cl)cc1	-4	-7	1	0.3	-4	11	-6.5	-2	-0.8
COC(=O)CNc1nc(Cl)nc(N2CCC(C)CC2)n1	6	5	12	-1.0	-2	-22	0.0	1	0.2
Clc1ccc(COc2ccccn2)c(Cl)c1	4	-7	7	0.4	2	13	-1.5	1	0.5
Cc1ccc(CN2CCN(/N=C/c3cccnc3)CC2)cc1	6	-8	0	-0.6	2	9	1.3	1	0.1
COc1ccc(S(=O)(=O)c2ccc(OCC3CO3)cc2)cc1 (stereo not given)	6	-4	16	0.3	-1	3	1.7	-4	1.0
NC(=O)CNC1CC(=O)N(CCc2ccccc2)C1=O (stereo not given)	11	1	-28	0.0	1	3	-0.7	1	-0.3
CCNC(=O)COC(=O)/C=C/c1cccs1	4	0	1	1.8	2	15	-0.3	1	0.3
S=C(NCc1cccnc1)Nc1cccc2ccccc12	9	-8	1	-0.4	0	-12	-0.1	-3	0.1
CCn1c(SCC(=O)N/N=C/c2cc(OC)c(OC)c(OC)c2)nc2ccccc21	7	-7	0	0.5	-3	-5	0.1	3	-0.7
Cc1cccc(N2CCN(C(c3ccncc3)c3nnnn3C(C)(C)C)CC2)c1C (stereo not given)	5	-9	25	-0.4	-4	26	1.8	1	-0.4
COc1ccc(CC(=O)NCc2ccco2)cc1OC	8	-2	4	0.6	2	-1	1.8	-5	0.1
CSc1ccc(S(=O)(=O)N(CC(=O)NN=C2CCN(C)CC2)c2ccc(C)cc2)cc1	14	-4	21	2.9	-1	13	0.4	3	0.5
Oc1ccc(Nc2ccnc3cc(Cl)ccc23)cc1	17	-5	64*	71	4	-39	0.8	0	1.3
CCSc1nnc(NC(=O)CSc2nncc(=O)n2N)s1	3	-5	1	-0.4	3	30	0.3	-3	-0.2
CCCCOc1ccc(C(=O)NCc2ccccn2)cc1	11	-3	9	-0.3	-2	4	1.5	0	-0.3
Cc1cccc(-n2c(-c3csc(C(C)C)c3)n[nH]c2=S)c1	2	-6	-5	-0.5	8	-3	-0.5	8	0.2
O=C(COC(=O)CCc1c[nH]c2ccccc12)NC1CCS(=O)(=O)C1 (stereo not given)	11	1	1	-0.1	-2	26	-0.8	-7	0.7
COc1ccc(NC(=O)c2ccc(CN(c3cc(Cl)ccc3C)S(=O)(=O)c3ccccc3)cc2)cc1OC	4	2	1	1.0	-1	13	-0.2	2	-0.6
CCN(CC)CCCNC(=O)c1cc2c(-c3ccc(Cl)cc3)nn(C)c2s1	25	-6	1	54	0	-20	-2.8	-5	-1.8
COc1ccc(N(CC(=O)O)S(C)(=O)=O)cc1OC	9	2	9	0.6	1	-1	-1.7	2	-0.4
Cc1cccc(N2CC(C(=O)Nc3nnc(SCC(=O)Nc4cc(C)on4)s3)CC2=O)c1 (stereo not given)	10	0	12	1.2	-4	20	1.1	-3	0.6
COc1ccc2[nH]c(C)c(CCN(Cc3cccs3)C(=S)Nc3ccccc3OC)c2c1	8	-5	1	0.5	-4	17	1.4	-92	-0.4

(list continues)
structure	PGE2 EP2 inh	RBBP9 inh	Hck-Nef inh	L929 necroptosis	Runt-CBFb FRET	EP2 mod	TNF death inh	Runt-SMMHC FRET	PERK inh
CCOC(=O)CCNC(=O)CCNC(=O)C(c1ccccc1)c1ccccc1	11	-2	14	-0.5	0	34	0.0	-2	-0.1
CCCCC(=O)Nc1ccc(C(=O)NNC(=O)CCCOc2ccc(Cl)cc2Cl)cc1	4	-8	0	1.5	4	18	2.6	4	-0.1
CCn1c(-c2csc3c2CCC(C)C3)n[nH]c1=S (stereo not given)	6	-9	1	-0.1	11	6	0.4	8	0.5
O=C(COC(=O)c1c[nH]c(=O)[nH]c1=O)Nc1ccccc1	9	2	-7	2.6	-2	18	0.9	-2	0.6
CCCNC(=O)CS(=O)Cc1nc(-c2ccc(OC)cc2)oc1C (stereo not given)	15	-9	0	1.9	2	-2	0.3	-2	0.8
O=C(NCc1cccc(CNC(=O)C(=O)NCc2ccco2)c1)C(=O)NCc1ccco1	4	-2	5	-0.2	0	-40	6.9	1	1.1
COc1ccc(C2=NN(S(C)(=O)=O)C(c3cccs3)C2)cc1 (stereo not given)	1	-4	20	-0.7	0	-26	1.3	-4	1.3
COc1ccc(C(=O)NN/C(C)=C/C(=O)C(F)(F)C(F)(F)C(F)(F)F)cc1	2	7	4	3.3	2	-25	0.1	-5	0.9
Cc1oc(-c2ccccc2Cl)nc1CN1CCCC1c1ccc(F)cc1 (stereo not given)	5	-3	-1	-0.9	0	21	0.6	-8	2.0
COc1cccc(CC2(CO)CCN(S(=O)(=O)N(C)C)CC2)c1	8	-2	7	5.6	0	-10	0.3	-5	1.3
